# Exocytosis inh – blocks lytic granule exocytosis; TALL-104 LAMP-1 surface exposure, flow cytometry; cells stimulated with thapsigargin and PMA; inhibition, % at 10 µM; 360,000 tested, 0.66% active;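 active means inhibition above about 55%, limit read from the data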
# aDG glyco act – alpha-DG glycosylation activation; activation, % at 10 µM; 360,000 tested, 0.22% active; Pro5-aDG cells, alpha-DG glycosylation AlphaScreen (IIH6); 0% Pro5, 100% B10-LARGE cell signal;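 active means activation of at least 8% versus controls, or a plate z-score of at least 8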;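 further: Pro5 are CHO cells carrying HIG-tagged alpha-DG that lacks glycosylation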
# NR2E3 ag-1 – agonists of human nuclear receptor NR2E3; 320,000 tested, 0.12% active; inhibition of corepressor binding, % at 4.78 µM; AID 2300; Q9Y5X4; GST-NR2E3/biotin-RetCOR TR-FRET, 1536-well;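 active means percent inhibition above the cutoff of mean plus 3 SD of all tested compounds, set per screening campaign, cut at about 20% in these data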;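 further: 0% = DMSO wells and 100% = biotin wells as full block of FRET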
# Target sequence (Q9Y5X4 whole entry, looked up): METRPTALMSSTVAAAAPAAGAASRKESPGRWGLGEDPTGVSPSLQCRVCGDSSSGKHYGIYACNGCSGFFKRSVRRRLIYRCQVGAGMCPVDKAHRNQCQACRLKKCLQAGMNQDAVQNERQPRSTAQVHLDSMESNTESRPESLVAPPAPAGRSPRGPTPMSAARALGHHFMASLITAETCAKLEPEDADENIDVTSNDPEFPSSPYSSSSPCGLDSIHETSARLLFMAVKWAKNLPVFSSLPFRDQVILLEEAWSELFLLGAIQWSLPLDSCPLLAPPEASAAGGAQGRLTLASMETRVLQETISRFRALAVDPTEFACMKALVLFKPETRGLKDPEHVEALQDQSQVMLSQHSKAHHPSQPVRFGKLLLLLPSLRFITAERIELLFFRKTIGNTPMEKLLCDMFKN
#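 Format: 1536-well format; test system: GST-NR2E3 and biotin-RetCOR proteins; read-out basis: percent inhibition of TR-FRET ratio; timing: 5 h incubation at 4 °C; detection: time-resolved FRET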
# Peg3 promoter – inhibitors of Peg3 promoter | HeLa PEG-Prom luciferase reporter, luminescence, overnight | inhibition, % at 20 µM | 360,000 tested, 1.7% active | AID 588405;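 active means inhibition of at least 50% at 20 µM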
# iPSC survival up – enhancers of human iPSC single-cell survival. hiPSC single-cell survival, ATPlite luminescence; 100% = ROCK inhibitor wells, 0% = DMSO. survival enhancement, % at 20 µM. 360,000 tested, 0.044% active. AID 602274; in the data active means survival enhancement above about 18%;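 further: cells exposed to compounds for 16 hours before the ATP read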
# NR2E3 ag-2 – agonists of human NR2E3 nuclear receptor | 360,000 tested, 0.35% active | AID 602229 | inhibition of corepressor binding, % at 3.98 µM | Q9Y5X4 | CHO-S Gal4-NCOR/VP16-NR2E3 two-hybrid, luciferase;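 active means inhibition above the mean of all tested compounds plus 3 SD, cut at about 70% in these data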;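 further: 0% = DMSO with NR2E3 transfected cells and 100% = cells lacking NR2E3 construct; higher means lower luciferase signal from less NR2E3 corepressor binding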
# Vif inh – blocks HIV Vif function; HEK293T cells, Vif self-association by quenched fluorescence, imaging, 24 h; inhibition, % at 7.49 µM; 340,000 tested, 0.35% active; AID 602346; in the data active means inhibition above about 50%, passing the limit was not always enough; further: some results filed as inactive read as strong as hits
# MITF TRPM1 inh – MITF TRPM1 promoter inhibition in SK-MEL-5 cells | SK-MEL-5 TRPM1 promoter luciferase, 24 h | inhibition, % at 12.5 µM | 330,000 tested, 0.83% active | AID 488899;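 active means mean inhibition across replicates of 60% or more, whatever share of single replicates reaches that level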; further: values of inactives mirror those of a sister screen read the other way
# HIF-2a inh – HIF-2a inhibition | 786-0 RCC cells HIF-2a reporter, luciferase luminescence, overnight | inhibition, % at 18.8 µM | 360,000 tested, 0.72% active | AID 624352;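 active means inhibition of the luminescence signal of 40% or more relative to plate controls, in a single-dose primary screen at 18.75 µM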
# CaV13 FRET inh – Disruptors of the CACNA1D IQ motif to Ca2+-dependent inactivation inhibitor domain association, primary screening, Förster resonance energy transfer in intact living …; HEK cells, CFP/YFP FRET ICDI-IQ, plate reader, 10 min; percent FRET-ratio fall versus neutral wells; inhibition, % at 12.3 µM; 340,000 tested, 0.098% active; AID 743397;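 active means mean replicate inhibition of at least 30% and at least 1% of replicates passing that level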;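 further: 0% = median of the neutral control wells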
# PDI inh – inhibitors of human protein disulfide isomerase; 350,000 tested, 0.052% active; P07237; PDI insulin aggregation turbidity, A650, 90 min; inhibition, % at 10 µM; AID 588391;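 active means mean inhibition across replicates of 30% or more, whatever share of single replicates reach that level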;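 further: absorbance from insulin aggregation driven by PDI reduction with DTT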
# Target sequence (P07237 whole entry, looked up): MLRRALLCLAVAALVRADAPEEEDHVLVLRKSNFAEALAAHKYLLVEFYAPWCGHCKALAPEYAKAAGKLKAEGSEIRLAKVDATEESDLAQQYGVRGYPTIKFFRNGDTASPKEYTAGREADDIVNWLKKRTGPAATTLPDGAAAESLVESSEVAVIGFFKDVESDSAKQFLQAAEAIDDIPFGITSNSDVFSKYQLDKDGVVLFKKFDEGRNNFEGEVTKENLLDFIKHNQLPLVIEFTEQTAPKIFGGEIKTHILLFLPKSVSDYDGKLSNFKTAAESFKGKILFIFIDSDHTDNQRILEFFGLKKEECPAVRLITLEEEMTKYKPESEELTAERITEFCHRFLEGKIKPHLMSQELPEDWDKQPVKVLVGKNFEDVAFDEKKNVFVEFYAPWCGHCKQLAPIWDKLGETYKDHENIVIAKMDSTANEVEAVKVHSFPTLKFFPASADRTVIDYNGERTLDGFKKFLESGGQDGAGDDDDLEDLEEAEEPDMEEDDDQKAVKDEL
# The depositor's hits bear a star; x = no result given.
SMILES,Exocytosis inh,aDG glyco act,NR2E3 ag-1,Peg3 promoter,iPSC survival up,NR2E3 ag-2,Vif inh,MITF TRPM1 inh,HIF-2a inh,CaV13 FRET inh,PDI inh
CCCn1c(NCc2cccc(OC)c2OC)nc2ccccc21,-1,0.0,5,-34,-1.9,-11,1,-25,-70,-5,0
Cc1ccccc1C(=O)N/N=C/c1ccc(OCC(=O)N2CCCCC2)cc1,-1,-0.1,0,15,0.2,3,0,0,-15,-10,4
Cc1ccc(NC(=O)CN2CCC(NC(=O)c3cccc(F)c3)CC2)cc1C,-2,-0.1,x,20,0.2,13,-7,-1,0,-5,-1
Cn1c(SCC(=O)Nc2ccc3c(c2)CCC3)nnc1C1CC1,-10,0.0,-1,-22,1.9,27,-8,-12,-12,-2,11
COc1ccc(CNC(=O)C2CC(c3ccc(C(F)(F)F)cc3)=NO2)cc1 (stereo unspecified),-7,-0.1,0,6,-0.7,-18,-5,12,0,-11,-5
O=C1c2nccnc2C(=O)N1c1ccc(F)cc1,-2,-0.2,-2,13,0.2,-13,-7,5,17,-3,-2
COC(=O)c1ccc(OC(=O)CCc2cc(OC)c(OC)c(OC)c2)cc1,0,-0.1,1,7,2.7,-31,11,11,4,-9,-1
CC12COC3(C(=O)Nc4nccs4)CC1CCC32C (stereo unspecified),-3,-0.1,0,2,-1.7,-11,1,-7,-13,-9,17
COc1ccccc1-c1c(C#N)c(N)nc2c1CCC2,0,0.0,1,9,-0.7,-17,-4,-5,4,-18,2
CCN1C(=O)C2(C(C(=O)c3ccc(C)o3)=C(O)C(=O)N2CCCN(C)C)c2ccccc21 (stereo unspecified),-6,0.0,0,12,-0.4,3,-7,x,10,-18,11
CCOCCOC(=O)C(C)Sc1n[nH]c(=O)[nH]c1=O (stereo unspecified),0,-0.1,1,10,0.6,-2,x,12,7,-5,7
O=C(NCC(c1ccco1)N1CCCC1)c1ccc(Cl)c(S(=O)(=O)N2CCc3ccccc32)c1 (stereo unspecified),-6,1.2,1,16,-1.5,61,-33,-26,5,-17,-9
CCCC(c1nnnn1CC(=O)OCC)N(Cc1cc2c(C)cc(C)cc2[nH]c1=O)C1CCCC1 (stereo unspecified),16,0.2,-1,22,-2.6,-16,8,6,18,x,-2
CC(=O)Nc1ccccc1-c1nc2ccc(C(=O)N3CCN(c4cccc(C)c4)C(C)C3)cc2[nH]c1=O (stereo unspecified),16,-0.1,1,-5,-0.8,-31,1,6,-38,-8,-6
CCn1c(CSc2nc3ccccc3s2)nnc1SCC(=O)c1ccc2c(c1)OCCO2,1,0.4,-1,3,1.2,-15,20,3,-18,x,-2
Cc1nn(CC(=O)Nc2nnc(CC(=O)N3CCCC3)s2)c(=O)c2ccccc12,1,-0.2,-2,-11,-0.6,6,5,4,6,-3,-11
CCCCN(C)CCCNC(=O)C1(O)c2ccccc2NC(=O)N1c1ccc(Cl)cc1 (stereo unspecified),6,0.0,1,-9,0.0,-25,-12,x,-73,-2,-1
CC(=O)Nc1ccc(Nc2c([N+](=O)[O-])c(=O)n(-c3ccccc3)c3ccccc23)cc1,-2,0.0,2,12,0.0,-17,3,-5,7,-1,-1
NC(N)=N/N=C/c1ccccc1OC(F)F,-6,0.2,3,14,0.2,-8,20,0,8,7,1
C#CCOCCOCCOCCNc1nc(N2CCN(C(=O)CCCCCCCCCCNC(=O)Cn3cc(CCCCCN)nn3)CC2)nc(N2CCN(C(=O)CCCCCCCCCCNC(=O)[C@H]([C@@H](C)CC)n3cc(CCCCCN)nn3)CC2)n1,0,0.1,-4,96*,-5.0,-2,0,97*,-3,x,21
CCOc1ncccc1C(=O)OCC(=O)Nc1cc(C(C)(C)C)ccc1OC,0,0.3,x,-5,0.2,4,-18,5,9,-16,-21
Cc1ccc(-c2nn(CC(=O)NCCN3CCOCC3)c(=O)c3ccccc23)cc1,-3,0.0,0,18,-3.2,1,4,-4,21,-1,-9
O=C(N/N=C\c1ccc(Sc2ccccn2)o1)c1cccc(Br)c1,4,0.0,-2,2,-1.7,-11,-17,-9,6,-3,4
O=Cc1ccc(F)c([B-](F)(F)F)c1,-5,0.0,x,-8,4.8,7,2,3,0,-5,-1
CC1CCCC(NC(=O)c2ccc3c(c2)NC(=O)CS3)C1C (stereo unspecified),-5,0.0,-4,7,1.8,11,-1,2,-28,-6,3
O=C1C=C(NC(=O)Nc2ccc(Cl)c(Cl)c2)CCC1,-2,-0.2,1,-93,-2.2,-30,2,-32,-139,-4,0
COc1cccc(CN(C)C(=O)Nc2cccc(C(F)(F)F)c2)c1OC,-1,0.0,3,3,0.3,25,-7,-7,16,-3,3
Cc1ccc(C)c(N2CCN(C(=O)CCc3nc(-c4ccc(Cl)cc4)no3)CC2)c1,-3,-0.1,x,7,-1.0,-29,-14,-6,-2,-5,5
CCCNC(=O)C1CN(S(=O)(=O)c2ccc(C)cc2)c2ccccc2O1 (stereo unspecified),37,-0.1,1,2,1.3,6,4,3,-1,-2,10
Cc1ccc(NC(=O)c2ncc(Cl)c(Cl)c2Cl)cc1C,0,-0.3,0,-149,-1.6,-16,7,-21,-109,-4,-6
CC/C(=N/NC(=O)c1ccc(Br)o1)c1ccc(Cl)cc1,0,0.0,1,-12,-0.8,-57,-5,1,-13,-7,-6
CCOC(=O)c1ccc(N=c2ssnc2Cl)cc1,26,0.3,x,-17,1.6,-22,16,-2,-21,-7,-1
CCc1ccc(CNc2ccc3c(c2)ncn3C(C)(C)C)cc1,-4,0.1,-2,-236,-0.7,-64,6,-33,-208,-19,2
CC(C)Nc1ccc(C(CC(N)=O)NC(=O)Cc2cccc3ccccc23)cc1[N+](=O)[O-] (stereo unspecified),0,0.2,3,7,1.9,4,-2,-1,-5,-3,-8
CNc1snc(C)c1C(=O)OCC(=O)NCc1ccccc1OC,-4,0.6,x,-3,-2.6,-11,3,-7,-5,-6,-2
Cc1ccc(C(C)C)cc1OCC(=O)N1CCN(C(=O)c2ccco2)CC1,-3,-0.1,-3,20,1.3,18,3,9,-2,-1,9
CCOc1ccc(OCCC(=O)OCC(=O)NC2CC2)cc1,8,0.0,5,-1,-0.4,-4,13,-10,5,-1,1
Cn1c(=O)oc2cc(S(=O)(=O)NCc3ccc(Cl)cc3)ccc21,-1,0.1,0,13,-0.6,-1,2,0,12,-12,3
Cc1cc(C)cc(NC(=O)CSc2nnnn2-c2cccnc2)c1,-7,-0.1,0,16,0.6,-1,2,-4,11,-7,1
CC(C)CN(C(=O)C1CC1)C1CCS(=O)(=O)C1 (stereo unspecified),2,-0.2,0,4,-0.3,13,5,1,4,-7,-2
Cc1cccnc1-n1c(CCN2C(=O)c3ccccc3C2=O)nc2ccccc2c1=O,7,0.0,1,0,-5.3,-5,x,1,-2,x,-1
COc1cc(C=C(C(C)=O)C(C)=O)ccc1O,1,0.0,-3,7,1.9,-14,7,-2,17,-5,5
COc1cc(C2C(C(=O)c3ccc(C)o3)=C(O)C(=O)N2c2cc(C)on2)ccc1OCc1ccccc1 (stereo unspecified),11,0.0,3,2,-0.4,-17,1,1,6,-2,-2
CCOC(=O)CNC(=O)c1cc(OC)cc(OC)c1,6,0.4,8,9,3.3,11,0,-4,16,-6,-3
Cc1ccc(-c2nc(CN(C)C3CCOCC3)c(C)o2)s1,-4,-0.2,-3,-2,0.2,5,-10,-8,-12,-5,4
CCOC(=O)CC(NC(=O)C(CC)c1ccccc1)c1ccccc1Cl (stereo unspecified),0,0.0,-1,17,0.7,-17,1,-18,14,-6,-3
CCS(=O)(=O)N1CCC(C(=O)Nc2cc(Cl)ccc2O)CC1,0,-0.1,-6,3,-1.8,8,5,-2,11,-5,8
O=C(NCCc1ccccc1)c1cccnc1,-1,-0.1,1,-135,0.6,-48,x,-44,-142,-3,9

# A second format for some results above:
# The line under a structure holds: Exocytosis inh | aDG glyco act | NR2E3 ag-1 | Peg3 promoter | iPSC survival up | NR2E3 ag-2 | Vif inh | MITF TRPM1 inh | HIF-2a inh | CaV13 FRET inh | PDI inh
- Cn1c(=O)oc2cc(S(=O)(=O)NCc3ccc(Cl)cc3)ccc21
→ -1 | 0.1 | 0 | 13 | -0.6 | -1 | 2 | 0 | 12 | -12 | 3
- Cc1cc(C)cc(NC(=O)CSc2nnnn2-c2cccnc2)c1
→ -7 | -0.1 | 0 | 16 | 0.6 | -1 | 2 | -4 | 11 | -7 | 1
- CC(C)CN(C(=O)C1CC1)C1CCS(=O)(=O)C1 (stereo unspecified)
→ 2 | -0.2 | 0 | 4 | -0.3 | 13 | 5 | 1 | 4 | -7 | -2
- Cc1cccnc1-n1c(CCN2C(=O)c3ccccc3C2=O)nc2ccccc2c1=O
→ 7 | 0.0 | 1 | 0 | -5.3 | -5 | x | 1 | -2 | x | -1
- COc1cc(C=C(C(C)=O)C(C)=O)ccc1O
→ 1 | 0.0 | -3 | 7 | 1.9 | -14 | 7 | -2 | 17 | -5 | 5
- COc1cc(C2C(C(=O)c3ccc(C)o3)=C(O)C(=O)N2c2cc(C)on2)ccc1OCc1ccccc1 (stereo unspecified)
→ 11 | 0.0 | 3 | 2 | -0.4 | -17 | 1 | 1 | 6 | -2 | -2
- CCOC(=O)CNC(=O)c1cc(OC)cc(OC)c1
→ 6 | 0.4 | 8 | 9 | 3.3 | 11 | 0 | -4 | 16 | -6 | -3
- Cc1ccc(-c2nc(CN(C)C3CCOCC3)c(C)o2)s1
→ -4 | -0.2 | -3 | -2 | 0.2 | 5 | -10 | -8 | -12 | -5 | 4
- CCOC(=O)CC(NC(=O)C(CC)c1ccccc1)c1ccccc1Cl (stereo unspecified)
→ 0 | 0.0 | -1 | 17 | 0.7 | -17 | 1 | -18 | 14 | -6 | -3
- CCS(=O)(=O)N1CCC(C(=O)Nc2cc(Cl)ccc2O)CC1
→ 0 | -0.1 | -6 | 3 | -1.8 | 8 | 5 | -2 | 11 | -5 | 8
- O=C(NCCc1ccccc1)c1cccnc1
→ -1 | -0.1 | 1 | -135 | 0.6 | -48 | x | -44 | -142 | -3 | 9

# Continuation:
SMILES,Exocytosis inh,aDG glyco act,NR2E3 ag-1,Peg3 promoter,iPSC survival up,NR2E3 ag-2,Vif inh,MITF TRPM1 inh,HIF-2a inh,CaV13 FRET inh,PDI inh
Cn1c(=O)c(C#N)c(-c2ccccc2)n2cnnc12,3,0.2,3,13,0.2,-7,3,4,6,-8,-4
CC(=O)NCCc1ccc(C(=O)COC(=O)c2cc(C)oc2C)cc1,-2,0.2,x,-111,-0.7,6,6,-16,-40,-5,18
CC1CN(C(=O)COC(=O)c2ccc(F)cc2Cl)CC(C)O1 (stereo unspecified),5,-0.2,2,-5,1.8,7,-5,-7,3,-4,-6
O=C(c1ccc(-c2ccccc2)cc1)N1CCC(C(=O)N2CCCC2)CC1,5,-0.1,5,5,-0.4,-7,4,10,-1,-9,4

# Source: PubChem (several laboratories)
